Screens from PubChem BioAssay.
TGFb inhibitor: TGF-b pathway inhibition; HepG2 CAGA-GFP TGF-b/SMAD3 reporter, GFP fluorescence, 18 h; TGF-beta stimulated, 500 pg/mL final; Potency, µM (titrated, usually from 46.1 µM), for inactives: at the top dose activity, negative = inhibition, usual class: inhibitors; 410,000 compounds, 1.2% hits; note: potency is the fitted concentration of half-maximal effect; % is set by controls: 0 for no effect and ±100 for the full control effect; nearly all actives have a fitted effect of over 65% in size
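First, reporter cells (HEPG2 CAGA-GFP) rested 2 h at 37 degrees C. Next, compounds were pinned in and TGF-beta added to 500 pg/mL final. After 18 h, GFP was imaged per cell and summed per well.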
HepG2 tox: HepG2 cytotoxicity, counter-screen for TGF-b inhibitors; HepG2 CAGA-GFP viability, ATP luminescence, 18 h; Potency, µM (highest dose often 46.1 µM), for the others: top-dose activity change, negative = cytotoxicity, usual class: cytotoxic; 410,000 compounds, 0.76% hits; note: potency is the fitted concentration of half-maximal effect; some results filed as inactive show a strong effect at the top dose
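HepG2 CAGA-GFP cells (1000/well, DMEM with 1% FBS) received compound, then TGF-beta at 500 pg/mL final, and were incubated 18 hours at 37 degrees C. Viability was read by CellTiter-Glo luminescence. Media-only wells were set as complete cell-killing and DMSO as no toxicity.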
CCT modulator: modulators of cytosolic chaperonin (CCT/TRiC) activity; 360,000 compounds, 0.3% hits; AID 651819; activity change, % (no concentration beside the values), hits read low; purified chaperonin ATPase assay, HTRF ADP detection, 30 min; in the data active = activity change below about -30%; note: % is set by controls: 0 for no effect and ±100 for the full control effect
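Enzyme 40 or 20 nM (batch-dependent) in Tris pH 7.4/KCl/MgCl2/DTT; cpd 76 uM single point; ATP 10 uM; 30 min 37 °C; Transcreener ADP HTRF detection, 30 min RT; ratio 665/615.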
Mm-Cpn inhibitor: M. maripaludis TRiC chaperonin inhibition; purified Mm-Cpn ATPase, ADP Transcreener TR-FRET; Potency, µM (highest dose often 76.9 µM), for inactives: at the highest dose activity, negative = inhibition, actives largely listed as inhibitors; 330,000 compounds, 0.031% hits; AID 504842; note: potency is the fitted concentration of half-maximal effect; % is set by controls: 0 for no effect and ±100 for the full control effect; nearly all actives have a fitted effect of over 80% in size
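Purified archaeal chaperonin (25 nM final) was preincubated with compound for 10 min at 37°C, then ATP (10 uM final) was added for 30 min at 37°C in Tris pH 7.4/KCl/MgCl2/DTT buffer. ADP was quantified by HTRF Transcreener TR-FRET.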
Nrf2 block: blocks Nrf2 signaling; A549 ARE-Fluc reporter, luciferase luminescence, 18-24 h; Potency, µM (highest dose often 46 µM), inactives show at the top dose activity change, negative = inhibition, most hits filed as inhibitors; 360,000 compounds, 2.1% hits; AID 504444; note: potency is the fitted concentration of half-maximal effect; % is set by controls: 0 for no effect and ±100 for the full control effect; nearly all actives have a fitted effect of over 60% in size
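Concentration-response testing used A549 ARE_Fluc cells at 5000 cells/well. Following an 18-24 h compound incubation, viability was read by fluorescence (Ex 405/Em 525) and luciferase output by luminescence.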
A549 viability: A549 cytotoxicity, counter-screen for Nrf2 inhibitors | A549 ARE-Fluc cells, CellTiter-Fluor viability, 18-24 h | Potency, µM (top dose mostly 46 µM), for inactives: top-dose activity change, negative = cytotoxicity, most hits filed as inhibitors | 390,000 compounds, 0.16% hits | AID 504648; note: potency is the fitted concentration of half-maximal effect; % is set by controls: 0 for no effect and ±100 for the full control effect
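A549 ARE-Fluc cells in 5% FBS OPTI-MEM, 5000 cells/well, rested 2 h then exposed to compounds in concentration-response for 18-24 h at 37 °C. Viability by CellTiter-Fluor fluorescence (Ex 405/Em 525) after 30 min; luciferase luminescence (BugLite, 15 min, RT) read afterwards.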
Nrf2 ARE act: activators of Nrf2 (ARE) signaling | AREc32 ARE-luciferase reporter (MCF7-derived line), luminescence, 24 h | Potency, µM (top dose mostly 46.1 µM), inactives show at the top dose activation, actives largely listed as activators | 410,000 compounds, 0.31% hits; note: potency is the fitted concentration of half-maximal effect; % of control where 0% means no effect; nearly all actives have a fitted effect of over 65% in size
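ARE activation measured as luciferase luminescence (Steady-Glo, 30 min RT) in AREc32_Fluc cells after 24 hr compound exposure at 37 deg C, 5% CO2; cells seeded overnight at 1000/well in OPTI-MEM, 5% FBS.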
pAkt inh: Akt phosphorylation inhibition. 360,000 compounds, 0.32% hits. AID 651550. Neuro2A IGF-stimulated pAkt S473 HTRF, 20 min; active compounds read low. activity change, % for hits at 50 µM; in the data active = activity change below about -80%; inconclusive = mostly about -51% to -80%; note: % is set by controls: 0 for no effect and ±100 for the full control effect
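Neuro2A cells (4,500/well, DMEM with 0.5% FBS) were treated with compound at a single 50 µM final concentration, stimulated with 6 nM IGF for 20 min at 37 °C, and lysed. Phospho-Akt Ser473 was read by HTRF as 665/615 ratio ×10^4.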
S2 tox: reduces viability in counter-screen for ATXN expression inhibitors; Potency, µM (highest dose often 56.7 µM), hits mostly cytotoxic; AID 651635; 400,000 compounds, 0.49% hits; S2 cells (HEK-293 line with an ATXN2-luciferase reporter) viability, CellTiter-Fluor protease fluorescence, 24 h; note: potency is the fitted concentration of half-maximal effect; nearly all actives have a fitted effect of over 40% in size
Starred values were filed as active, the others as inactive; i = inactive; ? = inconclusive; / = not tested or not shown; & = joins results of further samples. Unless noted, calls come from the whole dose curve; as a rule, active = well fitted curve in the direction sought with a large enough effect; inconclusive = small, poorly fitted or top-dose-only effect, or another doubt; inactive = no such curve, though single readings can be large; an effect the other way counts as inactive or inconclusive. This is a random part of the collection; any-hit rate near 4.4%.

SMILES	TGFb inhibitor	HepG2 tox	CCT modulator	Mm-Cpn inhibitor	Nrf2 block	A549 viability	Nrf2 ARE act	pAkt inh	S2 tox
CC(NCC1COc2ccccc2O1)C1COc2ccccc2O1 (stereo unspecified)	-2%	-1%	1.3	1%	4%	17%	5.2%	i	i
NC(=NC1CCCCC1)NS(=O)(=O)c1ccccc1	4%	-4%	-9.3	0%	-2%	1%	-1.5%	i	i
CSCCC(NC(=O)c1ccc([N+](=O)[O-])cc1Cl)C(=O)OCC(=O)NCCCc1ccccc1 (stereo unspecified)	16µM*	-45%	3.2	1%	3%	12%	-0.3%	i	i
CSCCC(NC(=O)c1ccc([N+](=O)[O-])cc1Cl)C(=O)OCC(=O)NCC(F)(F)F (stereo unspecified)	-3%	22%	-4.7	-3%	1%	0%	0.4%	i	i
CCCCNC(=O)c1ccc(-n2c(=S)[nH]c3ccccc3c2=O)cc1	16%	-4%	-3.7	2%	-17%	-7%	-0.4%	i	i
Cc1ccccc1CN1CCCC(C(=O)N2CCCCC2)C1 (stereo unspecified)	3%	-3%	0.4	-2%	7%	7%	-0.3%	i	i
O=C1CSC(c2ccccc2F)N1c1ccccc1F (stereo unspecified)	-6%	-7%	-1.4	2%	4%	8%	0.2%	i	i
CCCCC(CC)CNC(=O)CN(C)S(=O)(=O)c1cccc2nsnc12 (stereo unspecified)	-9%	-33%	1.1	1%	?	-2%	-0.2%	i	i
CCOC(=O)C(NCCc1ccccc1F)(NC(C)=O)C(F)(F)F (stereo unspecified)	10%	-5%	-1.6	3%	3%	-2%	-0.6%	i	i
CC1CCN(c2cc(N(C)CCO)c([N+](=O)[O-])c3nonc23)CC1	?	-9%	-1.3	-11%	-27%	-28%	4.2%	i	?
CCn1c(SCC(=O)NC(C)(C)C)nc(O)cc1=O	2%	3%	-1.8	3%	2%	-1%	-0.9%	i	i
Cc1noc(C)c1COc1ccc(CC(=O)NCc2ccccc2)cc1	?	-31%	1.2	-5%	21%	6%	0.2%	i	i
COc1cccc(Nc2n[nH]c(=S)s2)c1	-3%	-6%	-1.1	-1%	0%	-2%	3.1%	i	i
CCOC(=O)c1c(C)[nH]c(C(=O)OCC(=O)N(CC)c2c(N)n(Cc3ccccc3)c(=O)[nH]c2=O)c1C	-4%	2%	-2.0	/	8%	2%	0.2%	i	i
O=C(CN1C(=O)c2ccccc2S1(=O)=O)N1CCN(Cc2ccc3c(c2)OCO3)CC1	1%	9%	0.1	0%	-25%	-12%	-0.8%	i	i
COCCCN1C(=O)C(=O)/C(=C(/O)c2ccc(S(=O)(=O)N3CCCCC3)cc2)C1c1ccc(OC)cc1 (stereo unspecified)	10%	-11%	-1.3	3%	9%	4%	-1.0%	i	i
COc1ccc(N2CCN(C(CNC(=O)c3cccc(Cl)c3)c3cccnc3)CC2)cc1 (stereo unspecified)	1%	6%	-1.5	-1%	3%	1%	-0.1%	i	?
Cc1cc2occ(CC(=O)NC3(C)CCS(=O)(=O)C3)c2cc1C (stereo unspecified)	-7%	-34%	2.1	1%	0%	8%	-0.1%	i	i
CCOc1ccc(C2NC(=O)C(C#N)=C(S)N2c2cccc(C)c2)cc1OC (stereo unspecified)	-22%	-1%	-5.9	-1%	-9%	0%	0.9%	i	i
C=CCOc1ccc(C2OC34CCCCC3C(C#N)(C#N)C2(C#N)C(=N)O4)cc1 (stereo unspecified)	13%	-11%	-0.6	0%	-11%	4%	-0.5%	i	i
CCOCCn1c(CN2CCN(C(=O)c3ccco3)CC2)nc2c1c(=O)n(C)c(=O)n2C	-6%	-24%	0.4	1%	0%	8%	2.8%	i	i
COc1cc(C(=O)NCC(C)C)cc(OC)c1OC	10%	11%	1.3	2%	-28%	-24%	-0.5%	i	i
NC(=O)c1cc([N+](=O)[O-])ccc1NCc1ccc(C(=O)O)cc1	-1%	5%	-2.6	-2%	9%	-14%	-0.8%	i	i
Cc1nn(Cc2ccccc2)c(Cl)c1C(=O)NCCc1ccc(Cl)cc1	?	-13%	-3.4	1%	-6%	1%	0.0%	i	i
Cc1nccn1CC(=O)N/N=C/c1c[nH]c2ccccc12	2%	1%	-0.9	-1%	-15%	2%	0.3%	i	i

Sorted by heavy-atom count (rising): some entries from above
SMILES	TGFb inhibitor	HepG2 tox	CCT modulator	Mm-Cpn inhibitor	Nrf2 block	A549 viability	Nrf2 ARE act	pAkt inh	S2 tox
O=C1CSC(c2ccccc2F)N1c1ccccc1F (stereo unspecified)	-6%	-7%	-1.4	2%	4%	8%	0.2%	i	i
C=CCOc1ccc(C2OC34CCCCC3C(C#N)(C#N)C2(C#N)C(=N)O4)cc1 (stereo unspecified)	13%	-11%	-0.6	0%	-11%	4%	-0.5%	i	i
CCOCCn1c(CN2CCN(C(=O)c3ccco3)CC2)nc2c1c(=O)n(C)c(=O)n2C	-6%	-24%	0.4	1%	0%	8%	2.8%	i	i

More structures.
SMILES	TGFb inhibitor	HepG2 tox	CCT modulator	Mm-Cpn inhibitor	Nrf2 block	A549 viability	Nrf2 ARE act	pAkt inh	S2 tox
O=C(CO/N=C/c1ccccc1OC(F)F)N1CCc2ccccc21	7%	-2%	-1.1	-2%	16%	2%	-0.3%	i	i
Cc1c(C(=O)NCc2cccc(Cl)c2)sc2nc3n(c(=O)c12)CCC3	2%	-8%	/	/	?	11%	2.7%	/	/
Cc1c(C(=O)O)cc(C(C)(C)C)n1CCSCCO	-11%	-17%	-2.2	-4%	-13%	-5%	0.4%	i	i
COc1ccc(CNC(=O)C(=O)NCC(c2cccs2)S(=O)(=O)c2cccs2)cc1 (stereo unspecified)	4%	4%	/	/	/	0%	0.2%	/	i
Cc1ccc(F)cc1NC(=O)C1CC(=O)N(CCc2ccccc2)C1 (stereo unspecified)	-10%	-28%	-1.5	1%	2%	8%	0.0%	i	i
Cc1cc(C)nc(NS(=O)(=O)c2ccc(NC(=O)Cc3ccccc3)cc2)n1	-13%	-4%	-0.8	0%	-2%	-1%	0.1%	i	i
NS(=O)(=O)c1ccc(Cl)c(S(N)(=O)=O)c1	-22%	3%	-1.0	/	6%	-3%	0.3%	i	i
Cc1ccc(NC(=S)NNC(=O)c2nn(C)cc2Cl)cc1	10%	-6%	0.5	-2%	17%	-4%	2.8%	i	i
Cc1cc(Cl)ccc1C(=O)C1CCCN(C(=O)CN2CCOC2=O)C1 (stereo unspecified)	0%	-1%	1.4	1%	18%	-2%	-0.7%	i	i
COc1cc(/C=C/C(=O)OCC(=O)c2ccc(S(=O)(=O)N3CCCCC3)cc2)cc(OC)c1OC	1%	9%	-0.3	-2%	1%	0%	-0.6%	i	i
CCOc1ccccc1CNC(=O)CCCn1ccc2cc(S(=O)(=O)N3CCCC3)ccc21	?	-28%&-20%	-0.5	-3%	?	-2%&-6%	3.7%&1.1%	/	?
Cc1ccn2cc(-c3cccc([N+](=O)[O-])c3)nc2c1	-8%	-61%	0.4	1%	?	5%	?	i	i
C/C(=C\C=C\c1ccccc1)C(=O)c1c(C)cc(C)[nH]c1=O	-9%	-9%	2.2	1%	5%	-3%	1.9%	i	i
O=c1c2c3c(sc2nc(NCCOCCO)n1Cc1ccco1)CCCCC3	22%	-2%	-1.0	0%	11%	-2%	0.6%	i	i
CCN1C(=O)c2ccccc2S(=O)c2ccc(C(=O)N3CCN(c4cccc(C)c4)C(C)C3)cc21 (stereo unspecified)	-6%	-17%	/	/	16µM*	-29%	1.4%	/	i
C=CCN(c1ccc(Cl)cc1)S(=O)(=O)c1cccc(C(=O)OCC(=O)N(C)C)c1	-1%	-3%	-0.5	1%	?	-2%	-0.5%	i	?

10 compounds from above, arranged by count of non-hydrogen atoms, rising:
SMILES	TGFb inhibitor	HepG2 tox	CCT modulator	Mm-Cpn inhibitor	Nrf2 block	A549 viability	Nrf2 ARE act	pAkt inh	S2 tox
NS(=O)(=O)c1ccc(Cl)c(S(N)(=O)=O)c1	-22%	3%	-1.0	/	6%	-3%	0.3%	i	i
Cc1ccn2cc(-c3cccc([N+](=O)[O-])c3)nc2c1	-8%	-61%	0.4	1%	?	5%	?	i	i
Cc1ccc(NC(=S)NNC(=O)c2nn(C)cc2Cl)cc1	10%	-6%	0.5	-2%	17%	-4%	2.8%	i	i
C/C(=C\C=C\c1ccccc1)C(=O)c1c(C)cc(C)[nH]c1=O	-9%	-9%	2.2	1%	5%	-3%	1.9%	i	i
Cc1c(C(=O)NCc2cccc(Cl)c2)sc2nc3n(c(=O)c12)CCC3	2%	-8%	/	/	?	11%	2.7%	/	/
Cc1cc(C)nc(NS(=O)(=O)c2ccc(NC(=O)Cc3ccccc3)cc2)n1	-13%	-4%	-0.8	0%	-2%	-1%	0.1%	i	i
C=CCN(c1ccc(Cl)cc1)S(=O)(=O)c1cccc(C(=O)OCC(=O)N(C)C)c1	-1%	-3%	-0.5	1%	?	-2%	-0.5%	i	?
COc1ccc(CNC(=O)C(=O)NCC(c2cccs2)S(=O)(=O)c2cccs2)cc1 (stereo unspecified)	4%	4%	/	/	/	0%	0.2%	/	i
CCOc1ccccc1CNC(=O)CCCn1ccc2cc(S(=O)(=O)N3CCCC3)ccc21	?	-28%&-20%	-0.5	-3%	?	-2%&-6%	3.7%&1.1%	/	?
COc1cc(/C=C/C(=O)OCC(=O)c2ccc(S(=O)(=O)N3CCCCC3)cc2)cc(OC)c1OC	1%	9%	-0.3	-2%	1%	0%	-0.6%	i	i
